# Screening data: PubChem, National Center for Advancing Translational Sciences (NCATS)
# LmPK inh: LmPK (Leishmania mexicana) enzyme inhibition. Q27686. purified LmPK, Kinase-Glo ATP luminescence, 1 h. Potency, µM (top dose mostly 57.5 µM), for the others: at the highest dose activity change, negative = inhibition, most hits filed as inhibitors. hit rate 0.37% among 290,000. AID 1721
# Target sequence (Q27686 whole entry, looked up): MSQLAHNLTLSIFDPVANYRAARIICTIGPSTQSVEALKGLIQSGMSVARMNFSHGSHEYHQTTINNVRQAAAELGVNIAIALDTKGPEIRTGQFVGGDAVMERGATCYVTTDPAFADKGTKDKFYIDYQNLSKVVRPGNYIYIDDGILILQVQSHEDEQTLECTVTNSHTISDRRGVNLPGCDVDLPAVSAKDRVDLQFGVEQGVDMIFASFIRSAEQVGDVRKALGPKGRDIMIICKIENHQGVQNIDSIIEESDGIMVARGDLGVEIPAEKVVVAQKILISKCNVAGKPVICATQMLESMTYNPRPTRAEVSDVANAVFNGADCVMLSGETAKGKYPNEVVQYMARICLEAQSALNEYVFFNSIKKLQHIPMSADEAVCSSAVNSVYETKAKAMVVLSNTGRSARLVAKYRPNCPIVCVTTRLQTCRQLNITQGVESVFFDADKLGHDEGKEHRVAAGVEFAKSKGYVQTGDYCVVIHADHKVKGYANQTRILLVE
#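 Purified LmPK (0.1 nM) converted ADP (0.1 mM) to ATP with PEP (0.5 mM) in imidazole buffer pH 7.2 with KCl and MgCl2, 1 h at room temperature. ATP was read by Kinase-Glo luminescence; data normalized to uninhibited and no-enzyme controls.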
# Sm TGR block: inhibitors of Schistosoma mansoni thioredoxin glutathione reductase; purified TGR, DTNB reduction, TNB absorbance 405 nm; hit rate 3% among 360,000; Potency, µM (series often up to 114 µM), without a hit: at the highest dose activity change, negative = inhibition, most hits filed as inhibitors; AID 485364; Q962Y6; further: nearly all actives have a fitted effect of over 60% in size
#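 Kinetic colorimetric format: TGR-catalysed, NADPH-driven DTNB reduction monitored via TNB absorbance. Enzyme dispensed at 20 nM; compound exposure 15 min at room temperature before reaction start.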
# Tb PYK inh: T. brucei pyruvate kinase inhibition. Q57TT1. TbPYK enzyme, Kinase-Glo Plus ATP luminescence, 45 min. Potency, µM (highest dose often 76.8 µM), without a hit: at the highest dose activity, negative = inhibition, usual class: inhibitors. hit rate 0.12% among 410,000. AID 624173; further: nearly all actives have a fitted effect of over 50% in size
#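 Screened from lowest to highest concentration, compounds were pinned into TbPYK/substrate mixtures, and ADP (130 uM final) was added. Plates sat at room temperature for 45 min prior to Kinase-Glo Plus detection by luminescence.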
# Pf growth 48h: P. falciparum growth inhibition at 48 hours (one generation); hit rate 5.9% among 310,000; P. falciparum luciferase growth in erythrocytes, 48 h; Potency, µM (titrated, usually from 28.7 µM), for the others: at the top dose activity change, negative = inhibition, most hits filed as inhibitors
#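 Growth was read as firefly luciferase luminescence after a 48 h, 37 C, 5% CO2 exposure of compounds to reporter-bearing P. falciparum cultures (0.1% parasitemia, 2% hematocrit final) in Albumax-supplemented RPMI 1640.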
# HCV inh: blocks hepatitis C virus. Huh7.5.1 HCVcc-Cre infection, luciferase reporter, 44 h. hit rate 3.4% among 340,000. Potency, µM (series often up to 41.8 µM), without a hit: top-dose activity change, negative = inhibition, hits mostly inhibitors. AID 651820
#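 After 44 h co-culture of compound, cells and HCVcc-Cre (~0.5 moi), substrate is added for 15 min at room temperature and luciferase measured over 15 sec. Cells were seeded at 1,000/well and pre-cultured 4 h.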
# Pf growth 96h: P. falciparum growth inhibition at 96 hour, primary screen for plastid delayed-death inhibitors; P. falciparum luciferase reporter growth, 96 h; Potency, µM (titrated, usually from 28.7 µM), for the others: at the top dose activity change, negative = inhibition, usual class: inhibitors; hit rate 6.9% among 320,000; AID 504834
#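 Cell-based qHTS: luciferase-tagged P. falciparum in erythrocytes (2% hematocrit, 0.05% parasitemia final) incubated with compounds for 96 hours, 37 C, 5% CO2; luciferase detection reagent then added and luminescence measured.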
# Numbers without * were called inactive; ? = inconclusive; nt = not tested or not shown; [ ] = dose if it differs, or a comment. The call rests on the fitted dose curve; in most records, active means well fitted curve in the direction sought with a large enough effect; inconclusive means small, poorly fitted or top-dose-only effect, or another doubt; inactive means no such curve, though single readings can be large; an effect the other way counts as inactive or inconclusive. On the % scale 0 is the no-effect control and ±100 the full control effect; potency means the concentration at half of the fitted maximal effect.
# Keys: A = LmPK inh; B = Sm TGR block; C = Tb PYK inh; D = Pf growth 48h; E = HCV inh; F = Pf growth 96h
> Cc1ccc(CN(Cc2cc3cccc(C)c3[nH]c2=O)C(=S)NCCCN(C)C)cc1
  A = -5%; B = 4%[57.1 µM]; C = -6%; D = ?; E = 35µM*; F = 11%

> Cc1ccc(NC(=O)C2COc3ccccc3O2)cc1C (stereo unspecified)
  A = 1%; B = -1%; C = -3%; D = 98%[activator]; E = 10%; F = ?

> COc1ccc(Cc2nnc(NC(=O)CSc3ccc(Cl)cc3)s2)cc1OC
  A = 1%; B = -2%; C = nt; D = 7%; E = -6%; F = 16%

> CCC(=O)Nc1cc(C(=O)OC(C(=O)c2ccc(C)c(C)c2)c2ccccc2)ccc1C (stereo unspecified)
  A = 1%; B = 16%; C = 7%; D = 12µM*; E = -20%; F = 1.7µM*

> CCCOc1ccc2c3c(c(=O)oc2c1OCCC)CCCC3
  A = -6%; B = 16%; C = -5%; D = 19%; E = ?; F = 3%

> Cc1ccnc(NS(=O)(=O)c2ccc(NC(=O)CCS(=O)(=O)c3ccccc3)cc2)n1
  A = 7%; B = -4%; C = 5%; D = 0%; E = 5%; F = 81%[activator]

> O=C(O)c1cccc(NC(=S)NC(NC(=O)c2cccc([N+](=O)[O-])c2)C(Cl)(Cl)Cl)c1 (stereo unspecified)
  A = 0%; B = -7%; C = -13%; D = 107%[activator]; E = 30%[activator]; F = -8%

> C=CCN1C(=O)NC2(O)C(=O)c3ccccc3C12O (stereo unspecified)
  A = -4%; B = -1%; C = -9%; D = 10%; E = 7%; F = 58%[activator]

> CC(=C/c1ccco1)/C=N/NC(=O)Cc1cccn1C
  A = -2%; B = 45µM*; C = -6%; D = -65%; E = -2%; F = 16%

> CCOc1cc(-n2ncc(C#N)c2N)nc(SC)n1
  A = 7%; B = -3%; C = nt; D = 4%; E = 8%; F = 31%[activator]

> Cc1ccc(S(=O)(=O)N(C)C)cc1NC(=O)c1cc(S(=O)(=O)N2CCCCC2)ccc1N1CCOCC1
  A = nt; B = -1%; C = 1%; D = -19%; E = ?; F = ?

> COc1ccc(N(C(=O)/C=C/c2ccc(OC)c(OC)c2)C2=CC3CCC(C2)N3C)cc1 (stereo unspecified)
  A = -5%; B = -2%; C = 3%; D = ?; E = ?; F = 162%[activator]

> CCOC(=O)c1ccc(N2C(=O)C(O)=C(C(C)=O)C2c2ccccn2)cc1 (stereo unspecified)
  A = 6%; B = -2%; C = -14%; D = 15%; E = 9%; F = ?

> Cn1c2ccccc2c(=O)c2ccc(C#Cc3ccccn3)cc21
  A = -2%; B = 32µM*; C = -3%; D = ?; E = -3%; F = 10µM*

> Cn1c(=O)[nH]c(=O)c2c1nc(N1CCCCC1)n2CCSc1nc2ccccc2o1
  A = 5%; B = -13%; C = 0%; D = nt; E = 4%; F = -23%

> CCOC(=O)C1=C(C)N(CC(C)C)C(=O)C1
  A = -6%; B = 10%; C = -1%; D = 11%; E = 12%; F = 18%

> S=c1[nH]nc(-c2ccccn2)n1/N=C/c1cccc2ccccc12
  A = 10%; B = 4%; C = -44%; D = 2%; E = 5%; F = 22%

> COc1ccc(C2=CSC3=NCCN23)cc1
  A = 0%; B = -5%; C = 1%; D = 32%[activator]; E = -4%; F = 20%

> CC(C)c1ccc(C(=O)Nc2cccnc2)cc1
  A = -1%; B = 5%; C = 1%; D = 317%[activator]; E = -5%; F = 10µM*

> COc1ccc(OCC(=O)NNC(=O)c2c(-c3ccccc3Cl)noc2C)cc1
  A = -1%; B = -3%; C = -6%; D = -8%; E = 10%; F = 1%

> Cc1cc(OCC(=O)N[C@@H](Cc2ccccc2)C(=O)O)c2c3c(c(=O)oc2c1)CCC3
  A = -17%; B = 8%; C = 0%; D = -9%; E = 0%; F = 58%[activator]

> Cc1ccc(SCCCCN2C(=O)NC(C)(C)C2=O)cc1
  A = 5%; B = -14%; C = -1%; D = 5%; E = ?; F = 45%[activator]

> CCn1nc(C)c(NC(=O)CSc2nnc(-c3ccco3)n2C)c1C
  A = -2%; B = -31%; C = -1%; D = -2%; E = 8%; F = -12%

> CCOc1ccc(N(CC(=O)NCc2ccc(F)cc2)C(=O)c2snc(C(N)=O)c2N)cc1
  A = -1%; B = -2%; C = -1%; D = 4%; E = 1%; F = -13%

> CC(OC(=O)CN1C(=O)NC2(CCCC2)C1=O)c1ccc(F)cc1 (stereo unspecified)
  A = nt; B = 3%; C = -1%; D = 23%; E = 5%; F = 14%

> CC(=O)c1ccccc1OCCOc1ccccc1C(C)=O
  A = -4%; B = 9%; C = 1%; D = ?; E = -15%; F = ?

> Cc1nc2ccc(C(=O)OCc3nnc(-c4ccccc4)o3)cc2nc1C
  A = -3%; B = -17%; C = -5%; D = 15%; E = 14%; F = 13µM*

> CCCCn1c(SCc2nnc(-c3ccccc3)o2)nc2c1c(=O)n(C)c(=O)n2C
  A = 0%; B = 7%; C = -9%; D = ?; E = nt; F = -6%

> Cn1c(O)c(C=NC2CCN(Cc3ccccc3)CC2)c(=O)n(C)c1=O
  A = 0%; B = -27%; C = -8%; D = ?; E = -9%; F = 22%

> NC(=O)COC(=O)c1ccc(S(=O)(=O)NCc2ccco2)cc1
  A = -2%; B = -23%; C = -23%; D = 25%; E = 8%; F = 15%

> O=C(Cc1cccs1)NCc1ccccc1Br
  A = 4%; B = -9%; C = -12%; D = 103%[activator]; E = -8%; F = ?

> O=C(NCCN1C(=O)S/C(=C\c2ccc(Cl)c(Cl)c2)C1=O)c1ccc2c(c1)C(=O)N(Cc1ccncc1)C2=O
  A = -1%; B = -7%; C = 1%; D = 16%; E = ?; F = 2%

> O=C(/C=C/c1ccccc1[N+](=O)[O-])OCC(=O)c1ccccc1
  A = -1%; B = 8%; C = -2%; D = 40%[activator]; E = 10%; F = -18%

> CC(=O)NCCc1nc2cc(NC(=O)c3cccs3)ccc2n1C
  A = -10%; B = 3%; C = 2%; D = 18%; E = 3%; F = -35%

> COc1ccc(/C=C/C(=O)OCC(=O)Nc2cc(S(=O)(=O)N(C)C)ccc2Cl)cc1
  A = 0%; B = 0%; C = -5%; D = 43%[activator]; E = 11%; F = 24%

> CC1O[C@@H](O[C@H](C)CC[C@@H](C)O[C@H]2OC(C)[C@@H](O)C[C@H]2O)C(O)C[C@H]1O (stereo partly specified)
  A = nt; B = -4%; C = -3%; D = -19%; E = 25%; F = 53%[activator]

> COCC(=O)Nc1c(C(=O)N2CCCC2)oc2ccccc12
  A = 1%; B = 0%; C = 2%; D = 27%; E = -4%; F = -7%

> COc1ccc(OCC(=O)N2CCN(C(=O)c3cccc4ccccc34)CC2)cc1
  A = 1%; B = 9%; C = -3%; D = -9%; E = 2%; F = nt

> COC(=O)c1c(C)[nH]c(C(=O)/C=C/c2cccc(Cl)c2)c1C
  A = -1%; B = -15%; C = -7%; D = 114%[activator]; E = -11%; F = nt

> O=C(NCC1(N2CCCCC2)CCCCC1)c1ccc(NS(=O)(=O)c2ccccc2)cc1
  A = nt; B = -22%; C = -1%; D = ?; E = -8%; F = ?

> O=S(=O)(Nc1ccc(S(=O)(=O)Nc2ncccn2)cc1)c1ccc(Cl)cc1
  A = 1%; B = 0%; C = 1%; D = ?; E = 7%; F = -12%

> CCc1cc(=O)oc2c(C)c(OC(C)C(=O)N3CC[C@@]4(O)CCCC[C@H]4C3)ccc12 (stereo partly specified)
  A = -4%; B = 1%; C = -7%; D = ?; E = 0.89µM*; F = 12µM*

> COc1cc(NC(=O)COC(=O)/C=C/c2c(C)nn(-c3ccc(F)cc3)c2Cl)cc(OC)c1
  A = 6%; B = -10%; C = -2%; D = -16%; E = ?; F = -1%

> CC1(c2nnc(Cc3ccccc3)o2)CC(c2ccccc2[N+](=O)[O-])=NO1 (stereo unspecified)
  A = nt; B = 3.2µM*; C = -16%; D = 6%; E = 4%; F = 76%[activator]

> CCc1ccc(CN2CCN(C(=O)c3cccc(OC)c3OC)CC2)cc1
  A = -13%; B = -2%; C = -2%; D = ?; E = ?; F = 16%

> CCn1c2ccccc2c2cc(CN3CCN(S(C)(=O)=O)CC3)ccc21
  A = -1%; B = -3%; C = 3%; D = ?; E = ?; F = 47%[activator]

> CCC(OC(=O)CCc1nc2ccccc2[nH]c1=O)C(=O)c1ccccc1 (stereo unspecified)
  A = 3%; B = 1%; C = -16%; D = nt; E = ?; F = -12%

> COc1ccccc1CN1CCCC(C(=O)c2ccccc2OC)C1 (stereo unspecified)
  A = -1%; B = 2%; C = 0%; D = -27%; E = ?; F = ?

> CCOc1cc(C2NC(=O)c3ccccc3O2)ccc1OC (stereo unspecified)
  A = 3%; B = 0%; C = -2%; D = 5%; E = -19%; F = 0%

> CCOc1ccc(CCNC(=O)c2cc([N+](=O)[O-])ccc2N2CCOCC2)cc1OCC
  A = 0%; B = -3%; C = 6%; D = ?; E = ?; F = ?

# (cont.)
# Keys: A = LmPK inh; B = Sm TGR block; C = Tb PYK inh; D = Pf growth 48h; E = HCV inh; F = Pf growth 96h
> COc1cccc([C@@H]2CC=C(C(=O)O)CN2S(=O)(=O)c2ccc(C)cc2)c1
  A = nt; B = -27%; C = -8%; D = -2%; E = -5%; F = 88%[activator]

> CC1(C)CC(=O)C2=C(C1)Oc1ncn(CCO)c(=N)c1C2c1ccccc1 (stereo unspecified)
  A = -3%; B = 6%; C = -2%; D = -16%; E = -2%; F = -26%

> CCCCNC(=O)c1ccccc1NS(=O)(=O)c1ccc2c(c1)OCCO2
  A = -3%; B = -4%; C = -10%; D = ?; E = 13%; F = nt

> COc1ccc(N2CCN(S(=O)(=O)c3ccc(OC)cc3)CC2)cc1
  A = 5%; B = -7%; C = -9%; D = ?; E = ?; F = nt

> O=C(c1cc2ccccc2o1)N1CCN(S(=O)(=O)c2ccc(Cl)s2)CC1
  A = nt; B = -13%; C = 2%; D = 12µM*; E = ?; F = 12µM*

> CCNc1ccc(C(=O)OC(C(=O)NC(N)=O)C(C)C)cc1[N+](=O)[O-] (stereo unspecified)
  A = -7%; B = -1%; C = 3%; D = -8%; E = 13%; F = -14%

> O=[N+]([O-])c1ccc(CN2CCN(c3ncccn3)CC2)cc1
  A = -3%; B = -2%; C = 6%; D = 23%; E = 5%; F = 148%[activator]

> Cc1ccsc1C(C(=O)NC1CCCCC1)N(C(=O)c1csnn1)C1CC1 (stereo unspecified)
  A = 1%; B = -3%; C = 5%; D = -11%; E = 15%; F = -3%

> Cc1c(Cl)cccc1NC(=O)COC(=O)c1ccc(CN2CCCC2=O)cc1
  A = nt; B = -6%; C = -14%; D = -2%; E = -4%; F = -6%

> CCOC(=O)Cc1csc(NC(=O)c2csc(C)c2)n1
  A = 0%; B = -16%; C = -4%; D = 37%[activator]; E = ?; F = nt

> CCC(CC)c1ncc[nH]1
  A = -4%; B = -6%; C = 0%; D = 3%; E = 2%; F = ?

> COc1cc(/C=N/Nc2cc(C)nc(N)n2)ccc1O
  A = 0%; B = -9%; C = 4%; D = -31%[0.00184 µM]; E = -8%; F = ?

# An excerpt from above, showing only Pf growth 48h, Sm TGR block and HCV inh:
mol,Pf growth 48h,Sm TGR block,HCV inh
COc1cccc([C@@H]2CC=C(C(=O)O)CN2S(=O)(=O)c2ccc(C)cc2)c1,-2%,-27%,-5%
CCNc1ccc(C(=O)OC(C(=O)NC(N)=O)C(C)C)cc1[N+](=O)[O-] (stereo unspecified),-8%,-1%,13%
CCC(CC)c1ncc[nH]1,3%,-6%,2%
COc1cc(/C=N/Nc2cc(C)nc(N)n2)ccc1O,-31%[0.00184 µM],-9%,-8%
CC1(C)CC(=O)C2=C(C1)Oc1ncn(CCO)c(=N)c1C2c1ccccc1 (stereo unspecified),-16%,6%,-2%

# Compounds as they come; about 16% have a hit in one of these screens.
